TRPC4 potent – allosteric potentiators of mouse TRPC4 channel | Q9QUQ5 | HEK293 TRPC4beta/mu-opioid, DAMGO EC20, Fluo-4 Ca2+ flux; stronger effect = higher value | B-score at 10 µM | 310,000 tested, 0.42% active | AID 2227;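 active means B-score of calcium response area above 5 SD of library B-scores, with initial fluorescence ratio within 5 SD of library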;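 further: B-score of integrated fluorescence ratio over time as area under calcium response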
MrgX1 ag – human MrgX1 receptor agonism, primary screen; Q96LB2; B-score at 10 µM; MrgX1-HEK293 cells, Fluo-4 calcium fluorescence, agonist mode; stronger effect = higher value; 310,000 tested, 0.44% active;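 active means calcium response B-score plate-corrected fluorescence ratio at least 3 library SD, with starting fluorescence B-score inside 5 SD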
Target sequence (Q96LB2 whole entry, looked up): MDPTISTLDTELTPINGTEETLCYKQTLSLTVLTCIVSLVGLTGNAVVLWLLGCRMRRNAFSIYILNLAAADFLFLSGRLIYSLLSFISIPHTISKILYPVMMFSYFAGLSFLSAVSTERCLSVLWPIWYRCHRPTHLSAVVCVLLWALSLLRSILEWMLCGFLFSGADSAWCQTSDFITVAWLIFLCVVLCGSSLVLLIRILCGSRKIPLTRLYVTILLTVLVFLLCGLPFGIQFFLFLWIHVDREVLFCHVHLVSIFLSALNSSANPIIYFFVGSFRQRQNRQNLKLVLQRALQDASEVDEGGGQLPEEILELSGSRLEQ
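Assay system: stable human MrgX1 HEK293 cell line. Quantity: 15,000 cells per well. Schedule: cells plated overnight, dye loaded 0.5 h 37 °C, 0.5 h room temperature. Detection: Fluo-4 NW calcium-flux fluorescence, kinetic read. Read-out basis: peak-minus-minimum fluorescence over baseline, converted to B scores. Control set: positive and negative control wells on each plate.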
TRPC4 agonist – TRPC4 (mouse) channel activation; Q9QUQ5; HEK293 TRPC4beta/mu-opioid, Fluo4 calcium fluorescence; stronger effect = higher value; B-score at 10 µM; 310,000 tested, 0.49% active; AID 2237;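 active means B-score above 5 SD of library B-scores, and initial fluorescence ratio not above library mean plus 5 SD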;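 further: positive B-score marks a calcium rise read as TRPC4 activation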
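Technique: kinetic Fluo4 calcium fluorescence; Test system: TRPC4beta and mu-opioid receptor HEK293 stable cells; Measure: B-scored integrated calcium fluorescence ratio; Benchmarks: low control buffer alone, high control maximal DAMGO; Schedule: 45 min room-temperature Fluo4 loading, 110 s read.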
TRPC6 inh – mouse TRPC6 channel inhibition | Q61143 | HEK293-TRPC6, membrane potential dye, ACh-evoked depolarization; stronger effect = lower value | B-score at 10 µM | 310,000 tested, 1.1% active;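 active means B-score under library mean minus 3 SD, initial fluorescence not abnormally high, positive integrated signal ratio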;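 further: B-score derived from integrated fluorescence ratio over the kinetic read; more negative B-score means stronger inhibition of depolarization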
TRPC4 inh – blocks the mouse TRPC4 cation channel; HEK293 TRPC4beta/mu-opioid, DAMGO-evoked Fluo4 calcium flux; stronger effect = lower value; AID 2247; Q9QUQ5; B-score at 10 µM; 300,000 tested, 0.39% active;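 active means B-score over 3 SD under the library average, no early fluorescence shift, positive overall ratio signal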
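material = TRPC4beta/mu-opioid receptor HEK293 cell line | probe or stimulus = sequential submaximal and maximal DAMGO stimulation | compound dosing = one concentration per compound | measured by = Fluo4 Ca2+ flux fluorescence | evaluation = integrated fluorescence ratio relative to baseline, converted to per-well B score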
MrgX1 antagonist – blocks BAM8-22 activation of human MrgX1 receptor | Q96LB2 | MRGX1-HEK293 calcium flux, Fluo-4, BAM8-22 antagonism; stronger effect = lower value | B-score at 10 µM | 310,000 tested, 1.3% active;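 active means calcium-response B-score plate-corrected more than 3 library SD below zero, starting fluorescence within 5 deviations, no agonist response on first addition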;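 further: peak minus trough fluorescence over baseline after final BAM8-22 challenge near maximal dose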
TRPC6 activator – mouse TRPC6 channel activation; Q61143; B-score at 10 µM; 310,000 tested, 0.13% active; AID 2550; HEK293-TRPC6 membrane potential dye fluorescence; stronger effect = higher value;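 active means B-score of the integrated fluorescence ratio above library mean plus 3 SD, and starting fluorescence ratio within library mean plus 5 SD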;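 further: higher score means more depolarization so channel activation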
ANO1 block – mouse TMEM16A channel inhibition, primary screen. normalized B-score (activity score, 25-100; higher = stronger inhibition) at 10 µM. HEK293 TMEM16A/YFP iodide influx fluorescence, ionomycin. 310,000 tested, 1.2% active;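 active means ratio plate-corrected score three or more library SD toward inhibition, starting fluorescence score within five deviations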;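 further: score derived from kinetic fluorescence span divided by baseline fluorescence per well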
ANO1 activ – activates or potentiates the mouse TMEM16A chloride channel | Q8BHY3 | B-score at 10 µM | 340,000 tested, 0.3% active | HEK293 TMEM16A/YFP-H148Q/I152L, iodide quench fluorescence; stronger effect = lower value;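 active means fluorescence-ratio B-score plate-corrected deviation score at least 3 library SD below zero, with starting fluorescence score within 5 deviations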;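 further: channel opened by trigger with iodide after compound preincubation; score built on the fluorescence ratio of max minus min over baseline; more negative score means more quench and so TMEM16A activation or potentiation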
MrgX1 allo act – human MrgX1 positive allosteric modulation, primary screen | Q96LB2 | 310,000 tested, 0.63% active | B-score at 10 µM | MrgX1-HEK293, Fluo-4 calcium flux, FDSS; stronger effect = higher value;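 active means plate-corrected calcium response at least 3 library SD above typical, normal starting fluorescence, not activating the receptor alone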;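 further: compound read alongside a low EC10 to EC30 dose of BAM8-22 agonist; peak minus trough fluorescence over baseline measured at the second addition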
RGS4 block – inhibitors of human RGS4; HEK293 M3R/RGS4 inducible, Fluo-4 calcium flux; stronger effect = higher value; triggered by carbachol at its EC20; B-score at 10 µM; 310,000 tested, 0.45% active;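 active means B-score, a plate-corrected calcium signal, over three deviations above library mean, with baseline fluorescence within five deviations of library mean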;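 further: RGS4 expression induced by doxycycline in cells with stable M3 receptor; B-score is computed from the integrated fluorescence ratio over baseline after carbachol; higher B-score means a larger calcium signal and so more RGS4 inhibition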
Target sequence (P49798 whole entry, looked up): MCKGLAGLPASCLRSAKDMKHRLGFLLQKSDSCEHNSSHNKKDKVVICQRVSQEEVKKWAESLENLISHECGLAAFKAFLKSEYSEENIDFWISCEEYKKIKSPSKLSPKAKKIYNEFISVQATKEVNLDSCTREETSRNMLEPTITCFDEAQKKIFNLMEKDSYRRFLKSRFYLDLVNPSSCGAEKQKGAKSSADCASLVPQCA
Starred values were filed as active, the others as inactive; i = inactive; x = not tested or not shown.

SMILES	TRPC4 potent	MrgX1 ag	TRPC4 agonist	TRPC6 inh	TRPC4 inh	MrgX1 antagonist	TRPC6 activator	ANO1 block	ANO1 activ	MrgX1 allo act	RGS4 block
C=CCNC(=O)CN1C2CCCC1CC(NC(=O)c1ccccc1C)C2 (stereo not given)	i	i	i	i	i	i	i	i	i	i	i
COc1ccc(CCNC(=O)Cc2ccc(OCc3ccccc3)c(OC)c2[N+](=O)[O-])cc1OCc1ccccc1	i	i	i	i	i	i	i	i	i	i	i
CCC(C)(C)n1nnnc1C(c1cc2cccc(C)c2[nH]c1=O)N1CCN(C(=O)c2ccco2)CC1 (stereo not given)	i	i	i	i	i	i	i	i	i	i	i
CN(C)c1ccc(C(=O)NCC2CCCO2)cc1 (stereo not given)	i	i	i	i	i	i	i	i	i	i	i
CCOC(=O)c1sc(NC(=O)CNCc2cccnc2)c(C(=O)OCC)c1C	i	i	i	i	i	i	i	i	i	i	i
CCOc1ccc(Nc2nc(N3CCOCC3)nc(N3CCOCC3)n2)cc1	i	i	i	i	i	i	i	i	i	i	i
Cn1cc(S(=O)(=O)N2CCN(Cc3ccccc3)CC2)c(=O)n(C)c1=O	i	i	i	i	i	i	i	i	i	i	i
C(=N\n1cnnc1)/C1CCCCC1	i	i	i	i	i	i	i	i	i	i	i
Brc1cccc(/C=N/Nc2nn[nH]n2)c1	i	i	i	i	i	i	i	i	i	i	i
CN(CC(=O)Nc1ccccc1C(F)(F)F)C(=O)COc1cccnc1[N+](=O)[O-]	i	i	i	i	i	i	i	i	i	i	i
COC(=O)CCN1CCN(S(=O)(=O)c2cccc(Br)c2)CC1	i	i	i	i	i	i	i	i	i	i	i
CCNC(=S)N1CCNC(=O)C1CC(=O)OC (stereo not given)	i	i	i	i	i	i	i	i	i	i	i
CCOc1cc(/C=N\Nc2nc(-c3ccc(C)cc3)c(NC(C)=O)s2)ccc1O	i	i	i	i	i	i	i	i	i	i	i
N#Cc1c(NC(=O)CN2C(=O)c3ccccc3C2=O)oc(-c2ccccc2)c1-c1ccccc1	i	i	i	i	i	i	i	i	i	i	i
Cc1ccc(N(CCC#N)C(=O)COC(=O)C2=COCCO2)cc1	i	i	i	i	i	i	i	i	i	i	i
O=C(CC1C(=O)N(c2ccccc2)C(=O)N1C1CCCCC1)Nc1ccccc1 (stereo not given)	i	i	i	i	i	i	i	i	i	i	i
O=C1CCC(C(=O)N2CCSCC2)CN1Cc1cccc(C(F)(F)F)c1 (stereo not given)	i	i	i	i	i	i	i	i	i	i	i
CSc1ccccc1OCc1cc(C(=O)NCCc2nc(C)cc(C)n2)no1	i	x	i	i	i	x	i	x	i	x	i
O=C(NCc1ccc(F)cc1)C(c1ccccc1)N(CC1CCCO1)C(=O)Cn1nnc2ccccc21 (stereo not given)	i	i	i	i	i	i	i	i	i	i	i
O=c1c2ccccc2nc(/C=C/c2ccc(O)cc2)n1CCc1ccccc1	i	i	i	i	i	i	i	i	i	i	i
CC(=O)/C=C/c1ccc(C)o1	i	i	i	i	i	i	i	i	i	i	i
Cc1cccc2cc(CN(CCCN3CCOCC3)Cc3nnnn3C(C)(C)C)c(=O)[nH]c12	i	i	i	i	i	i	i	i	i	i	i
CC(C)Cn1c(-c2ccc(F)cc2)n[nH]c1=S	i	i	i	i	i	i	i	i	i	i	i
CCOC(=O)C1(Cc2cccc(OC)c2)CCN(Cc2ccon2)CC1	i	i	i	i	i	i	i	i	i	i	i
Cc1cccc(Cn2nnc3c2C(=O)c2ccccc2C3=O)c1	i	i	i	i	i	i	i	i	i	i	i
NC(=O)Cn1nc(C(F)(F)F)c2c1CCCC2	i	i	i	i	i	i	i	i	i	i	i
COC(=O)CN1C(=O)C(O)(CC(=O)c2ccc(C)cc2)c2ccccc21 (stereo not given)	i	i	i	i	i	i	i	i	i	i	i
Clc1ccc(Cc2noc(-c3cccs3)n2)cc1	i	i	i	i	i	i	i	i	i	i	i
COc1cc2ccccc2cc1C(=O)NNC(=O)c1ccccc1O	i	i	i	i	i	i	i	i	i	i	i
O=c1[nH]cnc2nn(-c3ccccc3)nc12	i	i	i	i	i	i	i	i	i	i	i
CC(C)(C)c1ccc(-c2cc(-c3ccccc3O)[nH]n2)cc1	i	i	i	i	i	i	i	i	i	i	i
COc1ccc(CN2CCn3ncc(C(=O)Nc4cccc(C)c4)c3C2=O)cc1	i	i	i	i	i	i	i	i	i	i	i
Cc1ccc(C2(O)CN(c3ccccc3C)C3=[N+]2CCS3)cc1 (stereo not given)	i	i	106*	i	i	i	i	i	i	i	i
O=C(CC1NC(=O)NC1=O)Nc1ccccc1 (stereo not given)	i	i	i	i	i	i	i	i	i	i	i
CC(C)CC1NC(=O)N(CC(=O)Nc2ccccc2-c2ccccc2)C1=O (stereo not given)	i	i	i	i	i	i	i	i	i	i	i
CCCOc1nc2c(c(=O)n(C)c(=O)n2C)n1CCC	i	i	i	i	i	i	i	i	i	i	i
Cc1c(C(=O)Nc2ccccc2)sc2nc3n(c(=O)c12)CCCCC3	i	i	i	i	i	i	i	i	i	i	i
COCCN(C(=O)CSc1nc2ccccc2c(=O)n1CCOC)c1c(N)n(Cc2ccccc2)c(=O)[nH]c1=O	i	i	i	i	i	i	i	i	i	i	i
COc1ccc(C2Nc3ccccc3C(=O)N2NS(=O)(=O)c2ccccc2)cc1 (stereo not given)	i	i	i	i	i	i	i	i	i	i	i
O=C(CN1C(=O)NC2(CCCCC2)C1=O)N1CCN(S(=O)(=O)c2ccc(F)cc2)CC1	i	i	i	i	i	i	i	i	i	i	i
CC(=O)Nc1ccc(N2C(=O)CSC2c2ccccc2)cc1 (stereo not given)	i	i	i	i	i	i	i	i	i	i	i
O=C(Nc1ccc(Cl)cc1)N1CCOC12CCC1(CC2)OCCO1	i	i	i	i	i	i	i	i	i	i	i
CCOC(=O)C1=C(COC(=O)c2ncc(Cl)c(Cl)c2Cl)NC(=O)NC1C (stereo not given)	i	i	i	i	i	i	i	i	i	i	i
Cc1noc(C)c1S(=O)(=O)N1CCCC(C(=O)Nc2cccnc2)C1 (stereo not given)	i	i	i	i	i	i	i	i	i	i	i
Cc1cc(NC(=O)c2ccccc2)ncc1NC(=O)c1cccs1	i	i	i	i	i	i	i	i	i	i	i
O=C(NC(=S)Nc1ccccc1Br)C1CC1	i	i	i	i	i	i	i	i	i	i	i
CCCCCn1c(CN2CCCCC2C)nc2c1c(=O)n(C)c(=O)n2C (stereo not given)	i	i	i	i	i	i	i	i	i	i	i
CC(CN1CCCCC1)OC(=O)c1ccccc1F (stereo not given)	i	i	i	i	i	i	i	i	i	i	i
COc1ccc(NC(=O)c2ccc(-c3ccccc3Cl)o2)cc1	i	i	i	i	i	i	i	i	i	i	i
CN(C)S(=O)(=O)c1cccc(-c2nnc(SCc3ccc4c(c3)OCCO4)o2)c1	i	i	i	i	i	i	i	i	-17*	i	i
COC(=O)CN1C(=O)S/C(=C/c2cc(C)n(C)c2C)C1=O	i	i	i	i	i	i	i	i	i	i	i
CCCC(=O)N(CCN1CCOCC1)c1nc2c(F)cc(F)cc2s1	i	i	i	i	i	i	i	i	i	i	i
CCN1/C(=C2\C(=O)N(c3ccccc3)N=C2C)C=Cc2cc(C)ccc21	i	i	i	i	i	i	i	i	i	i	i
Cc1onc(-c2ccccc2Cl)c1C(=O)N1CCCCC1C(=O)O (stereo not given)	i	i	i	i	i	i	i	i	i	i	i
CCCCN=C1SC(C(=O)Nc2sc3c(c2C(=O)OC)CCC3)C(N)=C1C(=O)N1CCOCC1 (stereo not given)	i	i	i	i	i	i	i	i	i	i	i
C=CCN1CC(c2nc3ccccc3n2CCOc2ccccc2)CC1=O (stereo not given)	i	i	i	i	i	i	i	i	i	i	i
CCc1ccccc1NC(=O)C1CCCC1	i	i	i	i	i	i	i	i	i	i	i
O=S(=O)(Nc1ccccc1N1CCOCC1)c1ccc(F)c(Cl)c1	i	i	i	i	i	i	i	i	i	i	i
Cc1cc(C)n(CC(=O)N2c3ccccc3Sc3ccccc32)n1	i	i	i	i	i	i	i	i	i	i	i
CCOc1cc(/C=N/NC(=O)c2cccc(S(=O)(=O)N3CCCC3)c2)ccc1OCC(=O)N(C)C	i	i	i	i	i	i	i	i	i	i	i

Continued; it opens with the 2 that closed the last part.
SMILES	TRPC4 potent	MrgX1 ag	TRPC4 agonist	TRPC6 inh	TRPC4 inh	MrgX1 antagonist	TRPC6 activator	ANO1 block	ANO1 activ	MrgX1 allo act	RGS4 block
Cc1cc(C)n(CC(=O)N2c3ccccc3Sc3ccccc32)n1	i	i	i	i	i	i	i	i	i	i	i
CCOc1cc(/C=N/NC(=O)c2cccc(S(=O)(=O)N3CCCC3)c2)ccc1OCC(=O)N(C)C	i	i	i	i	i	i	i	i	i	i	i
Cc1c(NC(=O)c2ccc(S(=O)(=O)N3CCOCC3)cc2)c(=O)n(-c2ccccc2)n1C	i	i	i	i	i	i	i	i	i	i	i
CCOC(=O)C(Cc1ccccc1)NC(=O)CNC(C)=O (stereo not given)	i	i	i	i	i	i	i	i	i	i	i
O=S1(=O)[C@H]2C[C@@H]3C=C[C@]2(CN1Cc1ccc(C(F)(F)F)cc1)O3	i	i	i	i	i	i	i	i	i	i	i
CC(C)CN(c1ccccc1)S(=O)(=O)c1nnc(NC(=O)C(C)C)s1	i	i	i	i	i	i	i	i	i	i	i
COc1cc(CNCc2ccccn2)ccc1OCc1cccc(Cl)c1	i	i	i	i	i	i	i	i	i	i	i
CCN(CC)c1ccc(C2C(C(C)=O)C(=O)CC(C)(O)C2C(C)=O)cc1 (stereo not given)	i	i	i	i	i	i	i	i	i	i	i
CCOC(=O)c1cnn(-c2cc(C(C)(C)C)nc3c(-c4ccccc4)c(C)nn23)c1N	i	i	i	i	i	i	i	i	i	i	i
